# Bioassay records deposited in PubChem by The Scripps Research Institute Molecular Screening Center.
# MBD2 DNA inh = blocks human MBD2 binding to methylated DNA; Q9UBB5; TR-FRET, MBD2 binding to methylated oligonucleotide; inhibition, % at 4.4 µM; actives 0.31% (n = 370,000); AID 686964; in the data active means inhibition above about 13%
# Target sequence (Q9UBB5 whole entry, looked up): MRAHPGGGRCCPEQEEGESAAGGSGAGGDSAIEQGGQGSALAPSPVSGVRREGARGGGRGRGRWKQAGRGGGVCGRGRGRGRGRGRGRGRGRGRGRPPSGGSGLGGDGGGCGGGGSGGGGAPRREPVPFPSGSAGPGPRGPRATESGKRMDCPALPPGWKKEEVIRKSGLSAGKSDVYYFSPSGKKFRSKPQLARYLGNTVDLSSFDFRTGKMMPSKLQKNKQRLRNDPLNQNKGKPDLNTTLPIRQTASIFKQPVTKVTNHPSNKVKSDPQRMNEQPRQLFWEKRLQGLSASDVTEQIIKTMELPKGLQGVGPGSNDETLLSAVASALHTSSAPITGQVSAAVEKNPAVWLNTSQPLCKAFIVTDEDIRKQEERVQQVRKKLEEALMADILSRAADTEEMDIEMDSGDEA
# Tn6 DDE FP = DD(E)-Tn6 binding inhibition, primary FP screen; Fibrin DD(E) TRITC-Tn6 fluorescence polarization displacement; inhibition, % at 8.3 µM; actives 0.21% (n = 370,000); AID 720509;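 active means inhibition above a per-campaign cutoff: mean of compounds within control limits plus 3 SD, cut at about 15% in these data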;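 further: 0% = median of all compound wells on the plate and 100% = blocking peptide control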
# ARFGAP1 inhibitor = rat ARFGAP1 inhibition | Arfgap1-stimulated ARF1 GTP hydrolysis, GDP FP detection | inhibition, % at 16.5 µM | actives 0.26% (n = 360,000) | AID 651572 | Q62848;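 active means inhibition above a per-plate limit, mean inhibition of low control wells plus 3 SD, cut at about 25% in these data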;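 further: 0% = DMSO wells with enzyme and 100% = wells lacking Arfgap1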
# Target sequence (Q62848 1-136 limits assumed): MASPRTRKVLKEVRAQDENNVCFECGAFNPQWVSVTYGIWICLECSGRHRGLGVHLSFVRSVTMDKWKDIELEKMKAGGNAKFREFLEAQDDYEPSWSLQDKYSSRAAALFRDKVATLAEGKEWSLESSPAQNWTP
#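 Material: rat Arfgap1 GAP domain (His6, aa 1-136), purified enzyme. Also added: human ARF1(Δ1-17)-GTP substrate. Compound dosing: 16.5 µM single point, 1.26% DMSO. Timing: enzyme reaction 120 min at 25 °C after 20 min preincubation. Signal: GDP detection by fluorescence polarization. Read-out basis: percent inhibition of GAP-stimulated GDP formation, scaled between DMSO and no-Arfgap1 medians.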
# PLCg1 inh = PLC-gamma1 (human) inhibition, primary screen | P19174 | purified PLC-gamma1, fluorogenic substrate, fluorescence | inhibition, % at 12.2 µM | actives 0.84% (n = 370,000) | AID 720700; in the data active means inhibition above about 9.5%
# ASAP1 inh = blocks human ASAP1-stimulated Arf1 GTP hydrolysis; AID 624377; inhibition, % at 16.5 µM; GDP FP detection; actives 0.19% (n = 360,000); Q9ULH1; in the data active means inhibition above about 25%;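 further: 0% = vehicle with enzyme and substrate and 100% = no enzyme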
# DDE Tn7 FP inh = inhibitors of Tn7 peptide binding to human fibrin DD(E) | P02675 | FP displacement of FITC-Tn7 peptide from fibrin DD(E); 0% = median of compound wells per plate | inhibition, % at 8.3 µM | actives 0.13% (n = 370,000) | AID 720508;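 active means inhibition above the mean of compounds falling within the control limits plus 3 SD of them, cut at about 14% in these data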;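 further: 0% = plate median of compound wells and 100% = 10 µM Aha-Tn7 peptide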
#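 Assay system: Human clot-derived fibrin DD(E) complex | Buffer or medium: Tris/NaCl/CaCl2 buffer, pH 7.8 | Repeats: One replicate per compound | Benchmarks: Aha-Tn7 high control | Measure: % inhibition scaled between sample-field median and high-control FP | Schedule: 10 min plus 3 h, room temperature | Signal: Fluorescence polarization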
# PLCb3 inh = PLC-beta3 (human) inhibition, primary screen; actives 0.18% (n = 370,000); AID 720704; Q01970; Purified PLC-beta3, fluorogenic substrate, fluorescence; inhibition, % at 12.2 µM; in the data active means inhibition above about 11%;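 further: 0% = median of compound wells on plate and 100% = full blocker control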
# proKLK7 act = activators of human kallikrein-7 zymogen; purified proKLK7, EDANS-DABCYL substrate fluorescence; 100% is mature enzyme control, 0% vehicle; activation, % at 7 µM; actives 0.9% (n = 370,000);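 active means activation above the mean of all tested compounds plus 3 SD, computed per campaign excluding outliers beyond control limits, cut at about 13% in these data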
# Target sequence (P49862 whole entry, looked up): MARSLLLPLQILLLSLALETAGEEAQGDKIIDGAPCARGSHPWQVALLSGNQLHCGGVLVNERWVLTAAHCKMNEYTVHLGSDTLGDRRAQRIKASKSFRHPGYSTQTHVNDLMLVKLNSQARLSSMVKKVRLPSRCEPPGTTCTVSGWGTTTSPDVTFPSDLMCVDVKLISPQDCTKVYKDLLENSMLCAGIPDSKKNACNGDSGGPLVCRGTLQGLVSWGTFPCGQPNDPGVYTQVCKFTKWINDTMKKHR
# ADAM17 inh = inhibits human ADAM17; actives 0.83% (n = 370,000); P78536; recombinant ADAM17, EDANS/DABCYL FRET peptide cleavage; inhibition, % at 6.95 µM;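 active means inhibition above the mean of compounds lying between control limits plus 3 SD, set per campaign, cut at about 8.5% in these data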;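 further: 0% = DMSO-only wells as the low control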
# UHRF1 MBD2 ctr = UHRF1 methyl-DNA binding inhibition | Q96T88 | UHRF1 binding to methylated oligo, TR-FRET | inhibition, % at 4.4 µM | actives 0.75% (n = 370,000) | AID 687016; in the data active means inhibition above about 21%;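 further: UHRF1 SRA domain binding a hemimethylated CpG hairpin DNA probe; 0% = median of test compound wells and 100% = reference inhibitor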
# An asterisk follows results filed as active; i = inactive; . = no result given. Rows are unselected. About 4.1% of those tested had a hit in this group.
smiles	MBD2 DNA inh	DDE Tn7 FP inh	PLCg1 inh	Tn6 DDE FP	proKLK7 act	UHRF1 MBD2 ctr	PLCb3 inh	ASAP1 inh	ADAM17 inh	ARFGAP1 inhibitor
CCOC(=O)CN/C=C(\C#N)c1ccc(F)cc1	0	-2	1	0	-0.3	0	2	5	1	7
O=C(COC(=O)C1CC2C=CC1C2)Nc1cccc(S(=O)(=O)N2CCOCC2)c1 (stereo unspecified)	-1	0	-1	3	0.0	0	-2	-6	0	12
CC(C)/C=N/Nc1nc2c(c(=O)n(C)c(=O)n2C)n1C	0	2	4	0	-0.3	11	-6	5	-1	4
C=CCN(c1ccccc1)S(=O)(=O)c1cccc(C(=O)NNC(=O)c2ccncc2)c1	-3	7	2	8	-0.5	-3	-5	12	1	1
O=C(COC(=O)Cn1cnc2ccccc21)Nc1ccc(OC(F)F)cc1	4	-6	1	-3	-0.2	-2	-1	11	-1	12
O=C(COC(=O)c1cnccn1)c1ccc(Cl)cc1	-3	2	3	-2	-0.1	-2	-3	-5	-4	1
O=C(O)Cn1c(=O)c2c3c(sc2n(Cc2ccccc2F)c1=O)CCCC3	3	0	-1	4	-1.1	7	-12	2	2	1
Cc1cccc(-c2nn(-c3ccccc3)cc2C(=O)N2CCN(C3CCS(=O)(=O)C3)CC2)c1 (stereo unspecified)	5	4	0	-1	0.6	-1	-5	-5	-3	-14
COC(=O)c1ccc(-c2csc(NC(=O)c3c(C)noc3C)n2)cc1	0	-4	-42	3	0.8	4	-49	1	-4	-1
Cc1ccn2c(NC3CCCC3)c(-c3ccccn3)nc2c1	-5	3	-22	6	0.4	-2	-32	8	-8	-11
COc1ccc(-n2c(SCc3nnc(-c4ccccc4)o3)nnc2-c2ccccc2)cc1	-2	7	-2	-2	0.1	0	-2	7	-5	2
COc1ccc(OC)c(-c2nnc3n2N=C(c2ccc(OC)c(OC4CCCC4)c2)CS3)c1	-3	-15	4	-9	0.0	2	-6	-13	17*	-2
CCN(CC)S(=O)(=O)c1ccc(OC)c(NC(=O)c2cccc([N+](=O)[O-])c2C)c1	-6	0	2	1	-0.1	-1	0	-2	1	-3
COc1cccc(-c2ccc(NC(=O)C3CCCN(Cc4ccco4)C3)cc2)c1 (stereo unspecified)	-3	-1	0	4	0.6	-2	-6	-4	3	2
CCOC(=O)c1sc2ncnc(N3CCN(CC)CC3)c2c1C	-1	2	1	1	0.3	-3	-4	1	-13	-3
CC(C)NC(=O)Cn1nc(C(F)(F)F)c2c1CCC2	2	7	0	0	-0.2	-1	5	5	-6	-4
COc1ccc2c(c1)CCc1c(C(=O)Nc3cc(C)n(Cc4ccc(Cl)cc4)n3)noc1-2	6	7	-2	0	0.1	11	0	6	-5	0
O=C(NCCS(=O)(=O)NCc1ccccc1)c1ccc2c(c1)OCO2	2	1	-2	8	-0.2	-2	-5	4	-6	13
Nc1ccc(S(=O)(=O)NC2(C(F)(F)F)NC(=O)N(c3ccc(F)cc3)C2=O)cc1 (stereo unspecified)	2	8	-2	0	0.6	1	-9	-12	-6	-4
CCOC(=O)N1CCC(NC(=O)c2cc(S(=O)(=O)N3CCCCC3)ccc2F)CC1	0	-4	1	1	-0.2	-1	0	-12	1	2
Cc1cccc(N2CC(C(=O)Nc3nnc(SCC(=O)NCC4CCCO4)s3)CC2=O)c1 (stereo unspecified)	0	2	-2	-4	0.0	-1	-15	-5	3	1
Cc1cccc(-n2ncc3c(N(CCO)CCO)ncnc32)c1	1	0	4	-3	-0.3	-1	4	10	3	6
CCc1ccc(OCc2nnc(-c3ccccc3Br)o2)cc1	3	-1	-4	-4	0.4	2	-2	7	1	12
Cc1cccc(NS(=O)(=O)c2ccc3c(c2)oc(=O)n3C)c1C	4	4	-1	0	-0.5	1	-6	0	-4	1
O=C(NCCCNC(=O)c1ccccc1Cl)c1cnccn1	1	-7	1	-3	-0.6	4	-7	-5	-3	4

# ADAM17 inh: entries above that show a hit.
smiles	MBD2 DNA inh	DDE Tn7 FP inh	PLCg1 inh	Tn6 DDE FP	proKLK7 act	UHRF1 MBD2 ctr	PLCb3 inh	ASAP1 inh	ADAM17 inh	ARFGAP1 inhibitor
COc1ccc(OC)c(-c2nnc3n2N=C(c2ccc(OC)c(OC4CCCC4)c2)CS3)c1	-3	-15	4	-9	0.0	2	-6	-13	17*	-2

# Further results follow:
smiles	MBD2 DNA inh	DDE Tn7 FP inh	PLCg1 inh	Tn6 DDE FP	proKLK7 act	UHRF1 MBD2 ctr	PLCb3 inh	ASAP1 inh	ADAM17 inh	ARFGAP1 inhibitor
COc1ccc(C(=O)CC(=O)C(=O)NCCc2cccc(C)c2)cc1	-3	-1	-47	-5	-0.5	2	-49	8	2	-4
Cc1ccc(Oc2ccc3c(c2)C(=O)N(c2cccc4cccnc24)C3=O)cc1	-3	1	-7	1	0.0	-5	-4	2	-5	0
O=C(N[C@@H]1C/C=C\C[C@H](CC(=O)N(CCO)Cc2ccccc2)C(=O)N[C@@H](Cc2ccccc2)COC1=O)OCC1c2ccccc2-c2ccccc21	0	-4	0	1	0.4	-3	1	1	2	12
CCOC(=O)CCCc1c[nH]c2ccccc12	-5	8	-3	4	0.0	0	-2	3	-4	7
O=[S@]1Oc2ccccc2-c2ccccc21	9	-3	2	8	-0.5	0	-5	9	-3	2
CCCc1cc(=O)n2[nH]c(NCc3ccc(OC)cc3)nc2n1	-7	2	-3	9	0.6	-1	2	-4	-1	4
Cc1ccc(-n2c(=O)c3sccc3n(CC(=O)NC3CCCC3)c2=O)cc1	4	1	-1	2	0.6	1	-5	10	-1	-4
C/C(=N\NC(=O)c1cccc(O)c1)c1cccc(NC(=O)c2ccc(F)cc2)c1	2	0	-4	-3	0.3	-2	-7	5	0	6
COc1ccc(N(C(=O)c2ccco2)C(C(=O)NC2CCCC2)c2cc(OC)c(OC)c(OC)c2)cc1 (stereo unspecified)	3	3	-1	10	-0.1	0	-6	-11	-3	-2
c1ccc(Cn2nnnc2C(c2ccccn2)N2CCN(c3ccccc3)CC2)cc1 (stereo unspecified)	-7	5	-2	12	-0.3	1	3	-14	-5	9
CCc1ccc(N(C(=O)c2csnn2)C(C(=O)NC2CCCCC2)c2cccnc2)cc1 (stereo unspecified)	5	5	2	0	-0.5	2	-8	-15	-6	10
COc1cc2cc(C(=O)N3CCN(Cc4ccc5c(c4)OCO5)CC3)c(=O)oc2cc1OC	8	3	i	-4	61*	-1	i	3	i	10
CCN(C(=O)CSc1nnc(C)c(=O)[nH]1)c1cccc2ccccc12	2	5	1	0	-0.1	7	-7	6	0	2
Cc1ccc2[nH]c3c(=O)n(CC(=O)Nc4ccccc4N4CCN(C)CC4)ncc3c2c1	-2	-2	-2	3	0.9	1	-13	8	-12	25*
CCCN(C(=O)C(C)Oc1cccc(Cl)c1)c1c(N)n(Cc2ccccc2)c(=O)[nH]c1=O (stereo unspecified)	-6	6	7	-4	0.3	0	-4	17	4	2
CC(=O)N1CCN(S(=O)(=O)c2cccc(C(=O)Nc3cc(C(F)(F)F)ccc3N3CCOCC3)c2)CC1	4	-3	7	1	-0.2	7	-7	5	-5	2
COc1ccc(C(=O)Nc2ccccc2)cc1S(=O)(=O)NCc1ccco1	0	10	0	-4	0.3	4	-7	5	-3	-1
CCOC(=O)[C@]12CCCC=C1N(CCCOC)C(=O)[C@@H]2CC(=O)NCc1cccs1	4	3	0	2	-0.1	0	2	.	-2	.
FC(F)(F)c1cnc(Oc2cccc3ccccc23)c(Cl)c1	3	6	3	0	-1.5	3	-3	-9	-2	4
Cc1ccccc1OCCn1c(S(=O)(=O)O)nc2c(N)ncnc21	1	0	-3	-7	0.1	6	-8	3	-8	1
CC[C@]12c3[nH]c4cc(CCC(=O)N(C)C)ccc4c3CCN1C(=O)[C@@H](CC(=O)NCCCN(C)C)C[C@@H]2C(=O)N1CCN(C(=O)C2CC2)CC1	1	3	0	0	-0.4	4	-3	0	2	-8
Cc1ccc(-c2cc(C(=O)N/N=C/c3c(C)nn(C)c3C)c3ccccc3n2)cc1C	-4	-11	-11	5	-129	0	-15	10	-11	-10
CSc1nc(N)nc2c1ncn2CC(=O)NCC(c1ccccc1)c1ccccc1	5	2	-1	9	-0.1	-3	-2	-15	-8	2
C=CCNc1nc(-c2ccc(OC)cc2OC)cs1	3	-9	2	-14	-0.1	1	-6	6	0	12
CCCOc1ccc(CNC(=O)Cc2cccs2)cc1	-1	-6	4	-1	-0.4	1	0	-4	4	0
O=C(OCC(=O)N1CCOCC1)c1c(Cl)ccc(Cl)c1Cl	-5	2	1	5	-0.5	0	-4	2	-8	-7
Cc1cc(C)nc(SCc2ccc(C(=O)N/N=C/C3CCCCC3)cc2)n1	-5	-2	7	11	-1.0	-3	3	-3	7	11
O=C(CSc1nnnn1-c1cccc2c1CCCC2)NC1CCCC1	0	2	0	-10	0.0	2	-3	-5	-4	8
CCOC(=O)C1(S(=O)(=O)c2ccccc2)CCN(Cc2ccccc2)CC1	-3	1	3	-2	0.0	-1	2	1	2	-4
O=C(NCc1ccccn1)c1ccc(OC2CCN(Cc3ccc(F)cc3F)CC2)cc1	-6	1	0	-3	0.4	-1	-5	-10	-1	1
Cc1ccc(C)c(NC(=O)CN(C)C(=O)Cn2c(=O)oc3ccccc32)c1	-1	2	-1	5	-1.0	1	-21	3	-8	-9
O=C(NCCCc1ccccc1)C1CCC(CNc2c(N3CCCCC3)c(=O)c2=O)CC1 (stereo unspecified)	4	5	3	0	-0.3	-1	-4	-7	-1	-8
CN1CCN(CCC(=O)Nc2ccccc2Cl)CC1	2	-2	-2	3	0.3	1	0	-2	-7	-3
Cc1cc(C)c(C)c(C(=O)COC(=O)CNC(=O)CN2C(=O)c3ccccc3C2=O)c1C	4	-4	1	2	-0.5	3	4	-8	3	-7
CCOC(=O)c1ccc(COc2ccc(C(C)C)cc2)o1	1	2	2	0	-1.2	-3	-4	-6	-1	2
Cc1sc(Cc2nc(O)cs2)nc1-c1ccccc1	6	-1	-30	-4	-1.8	1	-35	6	-2	-3
C[C@@H]1CN([C@H](C)CO)C(=O)CCCn2nncc2CO[C@@H]1CN(C)S(=O)(=O)c1cn(C)cn1	5	6	-1	2	-0.3	-1	1	-9	-1	7
CCOC(=O)c1c(C)nc(-c2ccccc2)nc1NC(C)=O	3	4	-1	-11	0.0	0	-1	1	-7	20
O=C(NNC(=O)C1CCCCC1)c1ccco1	-1	10	2	-1	-0.6	2	3	-6	-2	-8
